High-throughput results as filed in PubChem BioAssay.
HEK293 cAMP ctrl: qHTS Assay for Agonists of the Thyroid Stimulating Hormone Receptor: Activators of Intracellular cAMP Concentrations in Parental HEK 293; parental HEK293 CNG cAMP sensor, membrane potential fluorescence; Potency, µM (titrated, usually from 57.1 µM), inactives show top-dose activation, actives largely listed as activators; 73,000 tested, 2.5% active; AID 938, 2007; further: potency means the concentration at half of the fitted maximal effect; % of control where 0% means no effect; nearly all actives have a fitted effect of over 55% in size
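Parental HEK 293 cells stably expressing a cAMP-gated CNG channel were loaded with membrane potential dye containing 100 uM RO 20-1724 for 60 min. Compound added for 30 min; depolarization read as fluorescence intensity at 590 nm.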
BRCT inh red: qHTS Assay for Inhibitors of BRCT-Phosphoprotein Interaction (Red Fluorophore) | Breast cancer type 1 susceptibility protein (Homo sapiens), P38398 | Potency, µM (highest dose often 76.9 µM), for the others: at the highest dose activity change, negative = inhibition, usual class: inhibitors | 75,000 tested, 0.03% active | BRCT-phosphopeptide binding, red fluorescence polarization | AID 892, 2007; further: on the % scale 0 is the no-effect control and ±100 the full control effect
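Rhodamine-labelled pBACH1 10-mer (100 nM) bound to BRCT domain (100 nM) at pH 7.3; compounds incubated 12 min room temperature, polarization read. Free peptide defines full inhibition; unlabelled decapeptide titrated as control.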
Tau fil binding: qHTS Assay for Tau Filament Binding; Microtubule-associated protein tau (Homo sapiens), P10636; 71,000 tested, 2% active; Potency, µM (doses to about 57.1 µM), for inactives: at the top dose activity change, negative = inhibition; recombinant tau filaments, thioflavin S fluorescence, 15 h; filaments grown with octadecylsulfate alongside compound;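 further: potency means the concentration at half of the fitted maximal effect; on the % scale 0 is the no-effect control and ±100 the full control effect; actives lower thioflavin S fluorescence by blocking filaments or displacing dye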
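ThS-based fibril read: tau 1 uM final, inducer ODS 30 uM final, 37 C for 15 h, ex 450/em 510 nm.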
USP2a inh: qHTS Assay for Inhibitors of Ubiquitin-specific Protease USP2a; Ubiquitin carboxyl-terminal hydrolase 2 (Homo sapiens), O75604; USP2a enzymatic assay, qHTS inhibition; Potency, µM (doses to about 38.3 µM), inactives show at the top dose activity change, negative = inhibition, usual class: inhibitors; 60,000 tested, 0.1% active; AID 927, 2007;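 further: potency means the concentration at half of the fitted maximal effect; nearly all actives have a fitted effect of over 60% in size; plate controls were DMSO for no effect and NEM full inhibition control for full effect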
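USP2 core (20 nM final) was preincubated with compound for 30 min at RT in 20 mM Tris-HCl pH 8.0, 2 mM CaCl2, 2 mM beta-mercaptoethanol; Ub-PLA2 (20 nM) plus NBD C6-HPC (20 uM) then added, fluorescence read after 2.5 h.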
BRCT inh green: qHTS Assay for Inhibitors of BRCT-Phosphoprotein Interaction (Green Fluorophore). Breast cancer type 1 susceptibility protein (Homo sapiens), P38398. BRCA1 BRCT-phosphopeptide binding, green fluorescence polarization. Potency, µM (series often up to 76.9 µM), inactives show at the highest dose activity change, negative = inhibition, most hits filed as inhibitors. 75,000 tested, 0.05% active. AID 875, 2007;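 further: potency means the concentration at half of the fitted maximal effect; plate controls were peptide without protein for full effect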
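Compounds were incubated for 12 min at room temperature with a complex of 100 nM fluorescein-tagged pBACH1 decapeptide and 250 nM His-tagged BRCT protein. Buffer was phosphate pH 7.3 with EDTA, DTT and Tween 20. Disruption of binding lowers the polarization signal.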
A350 autofl: qHTS Assay for Spectroscopic Profiling in A350 Spectral Region; Compound autofluorescence, 340/450 nm, Alexa 350 dye-equivalents; hits give high values; max dye-equivalent concentration, M; 59,000 tested, 11% active; AID 590, 2007; in the data active means max dye-equivalent concentration above about 10 nM; inconclusive means mostly about 1.1 nM to 9.6 nM
CRE-bla Fsk: Cell signaling CRE-BLA (Fsk stim). AID 662, 2007. Potency, µM (top dose mostly 38.2 µM), inactives show at the top dose activity change, negative = inhibition, usual class: activators. 71,000 tested, 2.5% active. CHO CRE-bla reporter (cAMP response element driving beta-lactamase), forskolin EC10, beta-lactamase ratio; active means well fitted activation curve with a large enough effect in the signal ratio, with a control signal flat, not every such curve was filed as active; inconclusive means small, poorly fitted or top-dose-only effect, or effect the other way, or a change in a side signal; the % refers to the signal ratio; further: potency means the concentration at half of the fitted maximal effect; % of control where 0% means no effect
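CRE-bla CHO reporter cells treated with compound titration plus EC10 NKH 477 (water-soluble forskolin), incubated 3 h at 37 °C; CCF4 loading 2 h at room temperature, 460/530 nm emission ratio read, AC50 values derived for positive or negative modulators.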
Caspase-1 inhib: qHTS Assay for Allosteric/Competitive Inhibitors of Caspase-1; Caspase-1 enzyme, Ac-WEHD-AFC fluorogenic rate; P29466; 75,000 tested, 0.03% active; Potency, µM (highest dose often 57.5 µM), inactives show top-dose activity change, negative = inhibition, most hits filed as inhibitors; AID 900, 2007;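 further: potency means the concentration at half of the fitted maximal effect; plate controls were vehicle for no effect and no substrate for full effect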
Target sequence (P29466 120-297 limits assumed): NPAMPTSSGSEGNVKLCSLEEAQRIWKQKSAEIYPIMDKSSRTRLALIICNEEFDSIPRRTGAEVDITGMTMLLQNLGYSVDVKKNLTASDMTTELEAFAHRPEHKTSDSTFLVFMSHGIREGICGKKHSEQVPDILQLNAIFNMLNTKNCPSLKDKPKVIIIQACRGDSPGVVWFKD
Target sequence (P29466 317-404 limits assumed): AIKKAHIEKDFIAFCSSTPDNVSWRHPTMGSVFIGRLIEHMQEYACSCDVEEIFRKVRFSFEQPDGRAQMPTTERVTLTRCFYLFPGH
Casp7 inh: qHTS Assay for Allosteric/Competitive Inhibitors of Caspase-7; 75,000 tested, 0.02% active; AID 889, 2007; recombinant caspase-7, Ac-DEVD-AFC fluorescence rate; P55210; Potency, µM (highest dose often 57.5 µM), inactives show top-dose activity change, negative = inhibition, usual class: inhibitors; active means well fitted inhibition curve with a large enough effect in the main read-out, with a control signal flat, not every such curve was filed as active; inconclusive means small, poorly fitted or top-dose-only effect, or a change in a side signal; further: potency means the concentration at half of the fitted maximal effect; % of control where 0% means no effect
ERK AVP inh: qHTS Assay for Inhibitors of the ERK Signaling Pathway using a Homogeneous Screening Assay | AID 995, 2007 | Potency, µM (series often up to 57.5 µM), for inactives: at the top dose activity, negative = inhibition, most hits filed as inhibitors | HEK293-V1b, vasopressin-stimulated pERK AlphaScreen | 72,000 tested, 0.99% active; further: potency means the concentration at half of the fitted maximal effect; on the % scale 0 is the no-effect control and ±100 the full control effect; nearly all actives have a fitted effect of over 55% in size
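qHTS, compounds titrated on V1b-expressing HEK293 cells. Preincubation 30 min at 37C, vasopressin 25 nM for 5 min, lysis 10 min, bead incubation 5 hr at room temperature.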
FLuc inh: qHTS Assay for Inhibitors of Firefly Luciferase | purified firefly luciferase, luminescence, 8 min | Potency, µM (series often up to 57.1 µM), for the others: at the highest dose activity change, negative = inhibition, actives largely listed as inhibitors | 72,000 tested, 2.2% active; further: potency means the concentration at half of the fitted maximal effect; on the % scale 0 is the no-effect control and ±100 the full control effect; nearly all actives have a fitted effect of over 40% in size
Target sequence (P08659 whole entry, looked up): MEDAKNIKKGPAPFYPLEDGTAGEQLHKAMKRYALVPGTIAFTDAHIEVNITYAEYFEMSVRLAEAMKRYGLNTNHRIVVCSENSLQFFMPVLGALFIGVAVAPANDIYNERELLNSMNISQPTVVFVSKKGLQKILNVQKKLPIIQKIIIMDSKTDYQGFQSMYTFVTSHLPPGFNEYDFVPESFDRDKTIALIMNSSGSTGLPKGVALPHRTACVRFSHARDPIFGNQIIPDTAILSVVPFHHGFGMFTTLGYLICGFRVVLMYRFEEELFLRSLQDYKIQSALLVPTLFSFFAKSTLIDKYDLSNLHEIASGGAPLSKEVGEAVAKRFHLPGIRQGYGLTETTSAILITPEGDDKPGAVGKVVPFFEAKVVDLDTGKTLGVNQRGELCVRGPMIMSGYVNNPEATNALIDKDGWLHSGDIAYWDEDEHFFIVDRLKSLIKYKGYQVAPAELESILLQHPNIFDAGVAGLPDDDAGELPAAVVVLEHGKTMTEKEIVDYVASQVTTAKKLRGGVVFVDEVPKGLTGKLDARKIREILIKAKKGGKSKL
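Compounds were tested as concentration series (qHTS) against purified P. pyralis luciferase with luciferin and 10 uM ATP in 50 mM imidazole pH 7.2, 50 mM KCl, 7 mM MgCl2, 0.01% Tween 20, 0.05% BSA. Luminescence was read after 8 min at ambient temperature.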
* = called active by the depositor; [ ] = remark or other dose. Unless noted, the call rests on the fitted dose curve; in most records, active means well fitted curve in the direction sought with a large enough effect; inconclusive means small, poorly fitted or top-dose-only effect, or another doubt; inactive means no such curve, though single readings can be large; an effect the other way counts as inactive or inconclusive. The order is random, and some 16% of all compounds hit somewhere here.

Results for COc1ccc(OC)c(-n2nnnc2SCC(=O)Nc2ccc(C(=O)N3CCCCC3)cc2)c1 ?
HEK293 cAMP ctrl: 17%; BRCT inh red: -2.4%; Tau fil binding: -5%; USP2a inh: 35%[activator]; BRCT inh green: -0.2%; A350 autofl: inactive; CRE-bla Fsk: -7%; Caspase-1 inhib: -4%; Casp7 inh: 0%; ERK AVP inh: inconclusive; FLuc inh: 1%

What do the screens show for `CCN(CC)S(=O)(=O)c1ccc(OCC(=O)NCc2ccccc2)cc1`?
HEK293 cAMP ctrl: 8%; BRCT inh red: -0.4%; Tau fil binding: 6%; USP2a inh: 6%; BRCT inh green: -0.8%; A350 autofl: inactive; CRE-bla Fsk: inconclusive; Caspase-1 inhib: -1%; Casp7 inh: 0%; ERK AVP inh: 7%; FLuc inh: -38%

What do the screens show for `CCOC(=O)COc1ccc2cc(C(=O)OCC)c(=O)oc2c1`?
HEK293 cAMP ctrl: 0%[11.4 µM]; BRCT inh red: -0.8%; Tau fil binding: 11%[11.4 µM]; USP2a inh: -4%[7.66 µM]; BRCT inh green: -6.2%; CRE-bla Fsk: inconclusive; Caspase-1 inhib: -2%; Casp7 inh: 0%; ERK AVP inh: inconclusive; FLuc inh: 1%

What do the screens show for `O=C(NCN1CCN(c2ccccn2)CC1)c1cnccn1`?
HEK293 cAMP ctrl: -10%; BRCT inh red: -1.1%; Tau fil binding: 3%; USP2a inh: -6%; BRCT inh green: -2.0%; A350 autofl: inactive; CRE-bla Fsk: -6%; Caspase-1 inhib: -1%; Casp7 inh: 0%; ERK AVP inh: 16%; FLuc inh: 1%

How did CCOc1ccc(N(CC(=O)NC2CCCC(C)C2C)S(=O)(=O)c2c(C)noc2C)cc1 (stereo unspecified) do in these assays?
HEK293 cAMP ctrl: inconclusive; BRCT inh red: 0.0%; Tau fil binding: 22%; BRCT inh green: -2.4%; CRE-bla Fsk: 6%; Caspase-1 inhib: -4%; Casp7 inh: -3%; ERK AVP inh: -12%; FLuc inh: 1%

How did COc1ccc(S(=O)(=O)Nc2nnc(C(C)C)s2)cc1 do in these assays?
HEK293 cAMP ctrl: 7%; BRCT inh red: 0.5%; Tau fil binding: 4%; USP2a inh: -14%; BRCT inh green: -0.8%; A350 autofl: inactive; CRE-bla Fsk: -11%; Caspase-1 inhib: 1%; Casp7 inh: -1%; ERK AVP inh: 6%; FLuc inh: -1%

What do the screens show for `Cc1ccc2oc(-c3ccc(NC(=O)c4ccc5c(c4)OCO5)cc3)nc2c1`?
HEK293 cAMP ctrl: -3%; BRCT inh red: 0.3%; Tau fil binding: 221%; USP2a inh: 10%; BRCT inh green: -0.6%; A350 autofl: 3.3e-07M*; CRE-bla Fsk: 6%; Caspase-1 inhib: 0%; Casp7 inh: -2%; ERK AVP inh: -4%; FLuc inh: -5%

Results for O=C(O)C[C@H](Cc1ccc2c(c1)OCO2)C(=O)O ?
HEK293 cAMP ctrl: 0%[11.4 µM]; BRCT inh red: 1.7%[15.4 µM]; Tau fil binding: -5%[11.4 µM]; BRCT inh green: -0.2%[15.4 µM]; A350 autofl: inactive; CRE-bla Fsk: 3%[7.6 µM]; Caspase-1 inhib: 3%[11.5 µM]; Casp7 inh: 1%[11.5 µM]; ERK AVP inh: 14%[11.5 µM]; FLuc inh: 2%[11.4 µM]

How did CC1=C(C(=O)NCc2ccccc2)C(c2ccc(C)o2)n2ncnc2N1 (stereo unspecified) do in these assays?
HEK293 cAMP ctrl: 0%; BRCT inh red: 1.7%; Tau fil binding: 11%; USP2a inh: 4%; BRCT inh green: 0.5%; A350 autofl: inconclusive; CRE-bla Fsk: -2%; Caspase-1 inhib: -1%; Casp7 inh: -1%; ERK AVP inh: -14%; FLuc inh: 5%

Results for COc1ccc(S(=O)(=O)NCc2csc(C)n2)cc1 ?
HEK293 cAMP ctrl: -5%; BRCT inh red: 1.8%; Tau fil binding: 2%; USP2a inh: 6%; BRCT inh green: -1.1%; A350 autofl: inactive; CRE-bla Fsk: -2%; Caspase-1 inhib: 0%; Casp7 inh: 0%; ERK AVP inh: -13%; FLuc inh: 3%

Results for Cn1nnnc1NCc1c(F)cccc1Cl ?
HEK293 cAMP ctrl: 2%; BRCT inh red: -2.4%; Tau fil binding: 23%; USP2a inh: -4%; BRCT inh green: -0.9%; A350 autofl: inactive; CRE-bla Fsk: inconclusive; Caspase-1 inhib: -4%; Casp7 inh: -1%; ERK AVP inh: -27%; FLuc inh: 0%

How did COc1ccc(-c2ccc(=O)n(CC(=O)NCc3ccco3)n2)cc1 do in these assays?
HEK293 cAMP ctrl: 11%; BRCT inh red: 0.2%; Tau fil binding: 2%; USP2a inh: 19%; BRCT inh green: -1.2%; A350 autofl: inconclusive; CRE-bla Fsk: 1%; Caspase-1 inhib: -1%; Casp7 inh: -1%; ERK AVP inh: 3%; FLuc inh: 0%

What do the screens show for `COc1ccc2c(c1)c(=O)oc1cc(OCC(=O)N3CCCC(C)C3)ccc12` (stereo unspecified)?
HEK293 cAMP ctrl: 32µM*; BRCT inh red: -1.1%; Tau fil binding: 248%; USP2a inh: 41%[activator]; BRCT inh green: 1.7%; A350 autofl: 8.3e-07M*; CRE-bla Fsk: inconclusive; Caspase-1 inhib: -5%; Casp7 inh: -11%; ERK AVP inh: 32µM*; FLuc inh: -16%

What do the screens show for `COc1cc(CNC2CCCC2)cc(OC)c1`?
HEK293 cAMP ctrl: inconclusive; BRCT inh red: 0.0%; Tau fil binding: -17%; USP2a inh: -15%; BRCT inh green: -0.4%; CRE-bla Fsk: -14%; Caspase-1 inhib: -2%; Casp7 inh: 2%; ERK AVP inh: 29%; FLuc inh: -1%

What do the screens show for `COc1cc(NC(=O)c2ccccc2Cl)c(OC)cc1NC(=O)CN1CCOCC1`?
HEK293 cAMP ctrl: -21%; BRCT inh red: -0.7%; Tau fil binding: -12%; USP2a inh: 1%; BRCT inh green: -2.5%; A350 autofl: inconclusive; CRE-bla Fsk: inconclusive; Caspase-1 inhib: 2%; Casp7 inh: -2%; ERK AVP inh: inconclusive; FLuc inh: 0%

How did Cc1cc(C)n2nc(SCC(=O)N(C)Cc3ccccc3)nc2n1 do in these assays?
HEK293 cAMP ctrl: 28%; BRCT inh red: 0.5%; Tau fil binding: 1%; USP2a inh: 0%; BRCT inh green: -0.9%; A350 autofl: inactive; CRE-bla Fsk: 28%; Caspase-1 inhib: 0%; Casp7 inh: -1%; ERK AVP inh: 8%; FLuc inh: 3%

Results for O=C(c1cc2sccc2n1Cc1ccccc1)N1CCc2ccccc21 ?
HEK293 cAMP ctrl: inconclusive; BRCT inh red: 1.1%; Tau fil binding: 2%; USP2a inh: 16%; BRCT inh green: -1.2%; A350 autofl: inactive; CRE-bla Fsk: 5%; Caspase-1 inhib: -5%; Casp7 inh: -1%; ERK AVP inh: 1%; FLuc inh: 0%

What do the screens show for `COC(=O)[C@@]1(Cc2ccc(OC)cc2)[C@H]2c3cc(C(=O)N(C)C)n(Cc4ccc(C(F)(F)F)nc4)c3C[C@H]2CN1C(=O)c1ccccc1`?
HEK293 cAMP ctrl: 6.3µM*; BRCT inh red: -0.3%; Tau fil binding: -12%; BRCT inh green: -0.1%; CRE-bla Fsk: 3%; Caspase-1 inhib: -2%; Casp7 inh: -5%; ERK AVP inh: -3%

What do the screens show for `CCN1CC2=C(OC(N)=C(C#N)C2c2cccs2)/C(=C/c2cccs2)C1` (stereo unspecified)?
HEK293 cAMP ctrl: 14%; BRCT inh red: -1.5%; Tau fil binding: inconclusive; USP2a inh: 23%; BRCT inh green: 14%; A350 autofl: inactive; CRE-bla Fsk: inconclusive; Caspase-1 inhib: inconclusive; Casp7 inh: -27%; ERK AVP inh: -7%[11.5 µM]; FLuc inh: 1%

Results for NC(=O)C1CCN(c2nc(C3CC3)nc3c2nnn3Cc2ccccc2Cl)CC1 ?
HEK293 cAMP ctrl: 29%; BRCT inh red: 0.3%; Tau fil binding: 7%; BRCT inh green: -3.5%; A350 autofl: inactive; CRE-bla Fsk: 15%; Caspase-1 inhib: -2%; Casp7 inh: 1%; ERK AVP inh: -24%; FLuc inh: 1%
